# Yp Topo-I inh – blocks Yersinia pestis topoisomerase I activity; activity, % at 10 µM; Y. pestis Topo-I cleavage product accumulation, plate reader; actives 0.064% (n = 360,000); in the data active means activity above about 50%, passing the limit was not always enough; inconclusive means no clear call, values can overlap the other calls; further: inactives centre near 2
# FBA Mtb inh – inhibits M. tuberculosis FBA enzyme; P9WQA3; purified M. tuberculosis FBA, fluorescence read-out; inhibition, % at 1 µM; actives 2.3% (n = 360,000); in the data active means inhibition above about 27%;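 further: 0% = vehicle and 100% = reference inhibitor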
# FadD28 FP inh – blocks FadD28 binding to the bisubstrate probe | actives 0.22% (n = 360,000) | AID 588549 | inhibition, % at 12.5 µM | fluorescence polarization; in the data active means inhibition above about 8.5%, passing the limit was not always enough; inconclusive means no clear call, values can overlap the other calls
# PfHsp40 rescue – compounds rescuing yeast from Plasmodium falciparum HSP40 toxicity | growth rescue, % at 12.5 µM | S. cerevisiae expressing PfHsp40, growth rescue, ATP luminescence | actives 0.68% (n = 340,000); in the data active means growth rescue above about 28%, passing the limit was not always enough; inconclusive means no clear call, values can overlap the other calls;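 further: yeast W303a lacking pdr1 and pdr3 grown in galactose medium; growth measured after three days at 30 °C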
# BH1578 lux ind – inducers of Vibrio cholerae quorum light production without autoinducers | V. cholerae BH1578 lux reporter, luminescence, 6 h | activation, % at 18.7 µM | actives 0.16% (n = 350,000) | AID 588436; in the data active means activation mostly above about 9.7%, no sharp cut-off; inconclusive means no clear call, values can overlap the other calls; inactive means mostly below about 3.7%; further: not every result past the cut was called active; inactives centre near 0; reference of the scale not given here
# TcdB inh – TcdB glycohydrolase inhibition. actives 0.24% (n = 350,000). inhibition, % at 9.99 µM. TcdB glycohydrolase enzymatic assay, plate reader; in the data active means inhibition above about 10%
# Target sequence (P18177 whole entry, looked up): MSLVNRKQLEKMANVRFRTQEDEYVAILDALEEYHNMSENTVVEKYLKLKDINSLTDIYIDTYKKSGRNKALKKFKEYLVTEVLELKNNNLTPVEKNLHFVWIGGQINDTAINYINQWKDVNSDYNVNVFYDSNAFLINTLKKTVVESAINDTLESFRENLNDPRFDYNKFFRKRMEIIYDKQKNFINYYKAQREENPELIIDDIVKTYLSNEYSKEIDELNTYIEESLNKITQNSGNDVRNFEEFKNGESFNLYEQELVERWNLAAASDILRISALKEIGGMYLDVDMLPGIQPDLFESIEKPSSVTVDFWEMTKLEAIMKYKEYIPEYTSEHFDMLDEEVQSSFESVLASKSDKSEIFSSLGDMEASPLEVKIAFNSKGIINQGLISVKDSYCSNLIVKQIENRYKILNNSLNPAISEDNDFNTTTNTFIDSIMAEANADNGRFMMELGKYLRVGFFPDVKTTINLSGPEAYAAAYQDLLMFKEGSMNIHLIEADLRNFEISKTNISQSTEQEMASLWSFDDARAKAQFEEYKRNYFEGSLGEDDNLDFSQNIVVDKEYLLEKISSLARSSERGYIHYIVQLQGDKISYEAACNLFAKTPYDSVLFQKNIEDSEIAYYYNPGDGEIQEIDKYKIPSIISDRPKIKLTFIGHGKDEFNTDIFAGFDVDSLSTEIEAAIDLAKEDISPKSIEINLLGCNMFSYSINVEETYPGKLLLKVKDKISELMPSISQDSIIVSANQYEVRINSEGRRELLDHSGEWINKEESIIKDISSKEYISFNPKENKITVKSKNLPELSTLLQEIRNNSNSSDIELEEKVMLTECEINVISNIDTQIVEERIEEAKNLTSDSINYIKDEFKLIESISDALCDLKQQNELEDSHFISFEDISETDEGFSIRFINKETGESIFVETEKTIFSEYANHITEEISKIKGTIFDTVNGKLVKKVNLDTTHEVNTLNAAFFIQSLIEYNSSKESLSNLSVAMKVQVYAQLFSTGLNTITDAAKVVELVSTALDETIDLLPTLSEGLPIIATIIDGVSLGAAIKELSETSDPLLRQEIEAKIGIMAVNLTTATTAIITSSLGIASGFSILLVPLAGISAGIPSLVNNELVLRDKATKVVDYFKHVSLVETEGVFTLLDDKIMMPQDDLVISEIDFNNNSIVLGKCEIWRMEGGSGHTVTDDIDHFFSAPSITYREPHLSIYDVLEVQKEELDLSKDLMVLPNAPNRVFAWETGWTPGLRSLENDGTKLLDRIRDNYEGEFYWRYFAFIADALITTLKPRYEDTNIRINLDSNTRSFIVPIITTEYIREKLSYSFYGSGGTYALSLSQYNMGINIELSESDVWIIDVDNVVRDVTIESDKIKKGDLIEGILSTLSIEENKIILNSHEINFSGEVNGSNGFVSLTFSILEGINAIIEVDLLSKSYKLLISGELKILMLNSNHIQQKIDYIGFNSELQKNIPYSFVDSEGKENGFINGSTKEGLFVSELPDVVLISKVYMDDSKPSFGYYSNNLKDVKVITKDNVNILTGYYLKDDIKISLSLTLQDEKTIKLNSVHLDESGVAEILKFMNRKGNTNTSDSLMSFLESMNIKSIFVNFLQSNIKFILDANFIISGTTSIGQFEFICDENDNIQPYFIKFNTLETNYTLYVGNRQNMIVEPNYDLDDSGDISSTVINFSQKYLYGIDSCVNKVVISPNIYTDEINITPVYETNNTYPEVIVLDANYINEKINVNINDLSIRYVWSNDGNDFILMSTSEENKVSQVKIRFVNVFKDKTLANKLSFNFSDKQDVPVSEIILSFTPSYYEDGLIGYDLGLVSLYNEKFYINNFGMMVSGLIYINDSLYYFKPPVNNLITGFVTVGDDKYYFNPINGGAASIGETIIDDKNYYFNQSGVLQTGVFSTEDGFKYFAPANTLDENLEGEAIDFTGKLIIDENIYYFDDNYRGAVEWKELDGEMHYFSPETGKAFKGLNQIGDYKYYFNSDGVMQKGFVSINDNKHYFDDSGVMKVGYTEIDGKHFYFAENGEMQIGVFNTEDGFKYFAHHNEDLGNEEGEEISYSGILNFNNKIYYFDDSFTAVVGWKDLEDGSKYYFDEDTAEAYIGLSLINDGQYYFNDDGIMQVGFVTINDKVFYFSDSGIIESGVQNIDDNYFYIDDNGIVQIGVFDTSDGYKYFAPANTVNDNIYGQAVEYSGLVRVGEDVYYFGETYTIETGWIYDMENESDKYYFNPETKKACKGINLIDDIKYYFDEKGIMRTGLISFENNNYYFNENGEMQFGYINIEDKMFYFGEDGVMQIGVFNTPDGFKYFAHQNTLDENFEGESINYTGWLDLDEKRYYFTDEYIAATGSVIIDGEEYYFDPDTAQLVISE
# BioA inh – BioA (M. tuberculosis) enzyme inhibition; inhibition, % at 9.99 µM; purified M. tuberculosis BioA enzyme, plate reader; AID 602481; actives 0.096% (n = 360,000); in the data active means inhibition above about 40%; inconclusive means no clear call, values can overlap the other calls
# GDH-TPI inh – counter-screen for M. tuberculosis FBA inhibitors: GDH-TPI coupled enzymes; GDH-TPI coupled enzyme counterscreen, NADH absorbance; inhibition, % at 4.8 µM; actives 1.2% (n = 360,000); in the data active means inhibition above about 30%;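 further: 0% = DMSO wells and 100% = wells lacking the enzyme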
# UGM FP inh – Mtb UDP-galactopyranose mutase inhibition; P9WIQ1; purified UGM, fluorescence polarization probe displacement; inhibition, % at 10 µM; actives 0.06% (n = 320,000); in the data active means inhibition above about 10%, passing the limit was not always enough; inconclusive means no clear call, values can overlap the other calls
# An asterisk follows results filed as active; i = inactive; ? = inconclusive; · = not tested or not shown.
1	CCOC(=O)c1ccc2ncc(C(=O)OCC)c(Nc3ccc(N4CCOCC4)cc3)c2c1
2	CS(=O)(=O)N(CC(=O)Nc1cc(Cl)ccc1Cl)c1ccccc1Cl
3	CC(C)CN(CC(C)C)S(=O)(=O)N1CCC(C(=O)NCCN2CCOCC2)CC1
4	Cc1ccc(S(=O)(=O)N2CCC(C(=O)Nc3cc(C(F)(F)F)ccc3N3CCOCC3)CC2)cc1C
5	COc1ccc(-n2nc(C(=O)NCC(=O)NCc3ccccc3OC)c3ccccc3c2=O)c(OC)c1
assay / compound	1	2	3	4	5
Yp Topo-I inh	28	-4	-7	29	14
FBA Mtb inh	-2	-3	1	-3	0
FadD28 FP inh	-0.8	-3.3	-0.7	-3.9	-1.7
PfHsp40 rescue	0.7	1.5	0.7	-0.7	1.6
BH1578 lux ind	-0.3	-6.1	1.7	-14	1.1
TcdB inh	-0.1	·	·	-0.2	1.4
BioA inh	·	-0.1	-1.2	-3.2	·
GDH-TPI inh	7	16	2	3	2
UGM FP inh	-0.1	3.4	0.0	-1.2	-0.7

6	O=C(Cn1cnc2c(cnn2-c2ccccc2Cl)c1=O)N1CCc2ccccc21
7	O=C(O)c1cccc(Sc2ccc(Br)cc2C(=O)O)c1
8	c1ccc2c(c1)NC1(CCCCC1)n1c-2nc2ccccc21
9	COC(=O)CSc1[nH]c2ccc(F)cc2c1[N+](=O)[O-]
10	CCC(=O)c1ccc(OCC(=O)OCC(=O)N(C)CC(=O)Nc2ccc(F)cc2)cc1
assay / compound	6	7	8	9	10
Yp Topo-I inh	-10	4	-5	-3	9
FBA Mtb inh	1	4	153*	-1	0
FadD28 FP inh	1.3	-2.7	-3.2	-0.2	-0.1
PfHsp40 rescue	-0.7	4.5	-0.4	-2.4	-0.3
BH1578 lux ind	-0.3	5.0	-1.0	0.4	-5.6
TcdB inh	·	0.3	·	-0.4	-1.0
BioA inh	-0.1	0.5	2.4	-2.2	·
GDH-TPI inh	-3	1	12	29	-1
UGM FP inh	3.4	8.2	-1.0	-1.7	1.2

11	O=C(CN1CCOCC1)Nc1cc(Cl)ccc1Cl
12	COc1ccc(C(=O)C2CCCN(Cc3ccc4nonc4c3)C2)c(C)c1 (centres undefined)
13	CCc1cc2cccc(C)c2nc1SCC(=O)c1ccc(NC(C)=O)cc1
14	CC(=O)Nc1ccc(NC(=O)C(C)Oc2ccc(Cl)cc2Cl)cc1 (centres undefined)
15	COc1ccc(-c2nn(-c3ccccc3)cc2/C=N/NS(=O)(=O)c2ccccc2)cc1
assay / compound	11	12	13	14	15
Yp Topo-I inh	1	13	-1	4	-11
FBA Mtb inh	5	2	3	5	-5
FadD28 FP inh	-1.2	-5.3	0.5	-1.9	-0.8
PfHsp40 rescue	0.0	0.3	-1.5	0.0	-0.2
BH1578 lux ind	-0.3	-0.3	i	-0.2	1.4
TcdB inh	·	0.1	·	0.8	·
BioA inh	·	1.8	-3.5	·	·
GDH-TPI inh	-11	3	12	6	1
UGM FP inh	1.0	-5.1	3.4	-1.7	-3.5

16	COc1ccc(/C=C(/C(=O)c2ccc(Cl)cc2Cl)n2cncn2)cc1
17	COc1ccc(/C=N/NC(=O)c2cccc(NC(C)=O)c2)c(OC)c1
18	O=C(NCc1ccccc1)c1ccc(NC(=O)C2CCCO2)cc1 (centres undefined)
19	COc1cccc2c1OCC/C2=N\NC(=O)COc1ccc(C)cc1
20	FC(F)(F)c1ccccc1Cc1c(-c2cccc(Br)c2)nc2ccc(Cl)cn12
assay / compound	16	17	18	19	20
Yp Topo-I inh	7	6	4	10	·
FBA Mtb inh	-4	0	3	10	1
FadD28 FP inh	-2.1	-1.0	1.4	-2.7	-1.7
PfHsp40 rescue	17	-1.7	1.0	2.1	·
BH1578 lux ind	i	-0.3	9.8	i	·
TcdB inh	·	1.1	0.5	-0.9	1.6
BioA inh	1.4	·	0.0	-2.3	1.8
GDH-TPI inh	32*	20	-2	-3	·
UGM FP inh	1.4	-1.5	0.7	-0.8	·

21	Cc1cc(C)c2c(-n3cccc3)c(NC(=O)OC(C)C)sc2n1
22	S=C(Nc1cccc2ccccc12)Nc1cccc2ccccc12
23	CC(C)c1ccc(CNc2ccc([N+](=O)[O-])cn2)cc1
24	CNC(=O)[C@H]1O[C@@H](n2cnc3c(NCc4cccc(I)c4)ncnc32)[C@H](O)[C@@H]1O
25	COc1cccc(C(=O)Nc2ccc(NC(=O)c3ccco3)nc2)c1
assay / compound	21	22	23	24	25
Yp Topo-I inh	2	8	?	-7	-2
FBA Mtb inh	3	88*	-6	7	-2
FadD28 FP inh	-3.0	-3.5	-1.3	-1.4	-0.5
PfHsp40 rescue	-0.2	1.9	21	-0.8	-0.8
BH1578 lux ind	-1.1	i	2.9	i	·
TcdB inh	·	1.1	0.3	-3.0	·
BioA inh	-0.3	-1.1	·	-1.1	-3.3
GDH-TPI inh	-2	7	16	3	5
UGM FP inh	-0.8	·	-1.5	-3.8	2.7

# Record cards, from the list above. Order of values: Yp Topo-I inh | FBA Mtb inh | FadD28 FP inh | PfHsp40 rescue | BH1578 lux ind | TcdB inh | BioA inh | GDH-TPI inh | UGM FP inh
# Listed for S=C(Nc1cccc2ccccc12)Nc1cccc2ccccc12 → 8 | 88* | -3.5 | 1.9 | i | 1.1 | -1.1 | 7 | ·
# Listed for CC(C)c1ccc(CNc2ccc([N+](=O)[O-])cn2)cc1 → ? | -6 | -1.3 | 21 | 2.9 | 0.3 | · | 16 | -1.5
# Listed for CNC(=O)[C@H]1O[C@@H](n2cnc3c(NCc4cccc(I)c4)ncnc32)[C@H](O)[C@@H]1O → -7 | 7 | -1.4 | -0.8 | i | -3.0 | -1.1 | 3 | -3.8
# Listed for COc1cccc(C(=O)Nc2ccc(NC(=O)c3ccco3)nc2)c1 → -2 | -2 | -0.5 | -0.8 | · | · | -3.3 | 5 | 2.7

# (continued)
26	O=C1ON=C(c2ccccc2)/C1=C\c1ccco1
27	CCn1c(C2CC(=O)N(Cc3ccccc3)C2)nc2ccccc21 (centres undefined)
28	COc1cc2c(cc1/C=C1/NC(=O)N(CC(=O)Nc3ccccc3)C1=O)OCO2
29	CC(C)N(C(=O)COC(=O)c1ccccc1C(=O)c1ccc(Cl)c([N+](=O)[O-])c1)C(C)C
30	C[C@H](NC(=O)OC(C)(C)C)c1nnc(SCC(N)=O)o1
assay / compound	26	27	28	29	30
Yp Topo-I inh	-5	6	-3	1	2
FBA Mtb inh	0	0	4	7	-1
FadD28 FP inh	-2.4	-4.6	-0.5	-4.1	1.1
PfHsp40 rescue	0.2	-1.4	0.8	0.0	-1.0
BH1578 lux ind	i	1.6	3.3	-0.1	-0.4
TcdB inh	-2.3	6.5	-3.8	-0.2	·
BioA inh	-0.5	7.2	·	·	-1.1
GDH-TPI inh	2	0	19	-6	3
UGM FP inh	-6.1	0.7	-1.8	0.2	-2.4

31	COCc1ccc(C(=O)N2CCc3c([nH]c4ccccc34)C2c2ccccn2)s1 (centres undefined)
32	CCOc1cc(/C=C/C(=O)c2ccc(C)cc2)ccc1OCC(=O)N(C)C
33	O=C(/C=C/c1ccc2ccccc2n1)N1CCN(c2ccccc2)CC1
34	CC(=O)c1c(C)[nH]c(C(=O)Nc2cc(S(=O)(=O)N3CCCCC3)ccc2C)c1C
35	Nc1nnc(SCC(=O)Nc2cc(F)ccc2F)s1
assay / compound	31	32	33	34	35
Yp Topo-I inh	0	2	12	-7	-13
FBA Mtb inh	-2	-2	-1	6	5
FadD28 FP inh	-2.0	0.5	-1.1	-0.3	-0.6
PfHsp40 rescue	4.3	1.7	2.0	-0.2	0.0
BH1578 lux ind	i	-0.3	-0.3	i	-0.3
TcdB inh	1.6	2.2	1.4	0.0	0.9
BioA inh	·	0.0	·	-4.8	-0.5
GDH-TPI inh	-2	13	8	4	-2
UGM FP inh	-2.1	-1.1	3.6	2.5	0.6

36	O=C(CNC(=O)c1ccc(S(=O)(=O)N2CCCC2)cc1)N/N=C/c1ccco1
37	CC(=O)NC(CC(=O)O)C(=O)O (centres undefined)
38	COc1ccc(NC(=O)N(Cc2cc3cc(OC)ccc3[nH]c2=O)CC2CCCO2)cc1 (centres undefined)
39	O=C1CSC(=NC(=O)c2ccccc2)N1
40	CCN1C(=O)/C(=C2\SC(N3CCOCC3)=NC2=O)c2ccccc21
assay / compound	36	37	38	39	40
Yp Topo-I inh	-3	-6	11	-15	-5
FBA Mtb inh	0	0	6	1	-3
FadD28 FP inh	-2.1	-2.0	-1.2	0.8	·
PfHsp40 rescue	0.6	0.7	1.4	-0.1	-2.4
BH1578 lux ind	-0.6	0.2	i	i	i
TcdB inh	0.6	·	·	0.1	1.1
BioA inh	0.2	-2.3	-1.5	-3.2	0.7
GDH-TPI inh	12	5	6	14	8
UGM FP inh	0.7	-0.6	-0.4	0.3	·

41	Nc1ncc(Br)cc1S(=O)(=O)NCCC(=O)NCCc1ccc(Cl)cc1
42	N#Cc1cnn2c(-c3cccc(C(F)(F)F)c3)ccnc12
43	COc1ccc(-c2cnc3c(NC=O)cc(-c4cccc(NS(C)(=O)=O)c4)cn23)cc1OC
44	O=C(CC1CCCC1)Nc1cc(S(=O)(=O)N2CCOCC2)ccc1O
45	N#CCC(=O)N1CCN(C=O)CC1
assay / compound	41	42	43	44	45
Yp Topo-I inh	-6	2	8	3	1
FBA Mtb inh	0	16	3	-5	-2
FadD28 FP inh	-6.6	-3.3	2.4	-2.5	-1.8
PfHsp40 rescue	1.0	-0.8	·	-1.0	-0.3
BH1578 lux ind	-13	i	i	0.9	-0.3
TcdB inh	1.0	0.1	-0.3	1.6	1.5
BioA inh	-0.8	0.4	-0.1	-1.1	·
GDH-TPI inh	5	9	12	4	8
UGM FP inh	0.4	-4.3	·	-0.1	-2.2

# Structures above containing a thiophene ring, fused or not:
21	Cc1cc(C)c2c(-n3cccc3)c(NC(=O)OC(C)C)sc2n1
31	COCc1ccc(C(=O)N2CCc3c([nH]c4ccccc34)C2c2ccccn2)s1 (centres undefined)
assay / compound	21	31
Yp Topo-I inh	2	0
FBA Mtb inh	3	-2
FadD28 FP inh	-3.0	-2.0
PfHsp40 rescue	-0.2	4.3
BH1578 lux ind	-1.1	i
TcdB inh	·	1.6
BioA inh	-0.3	·
GDH-TPI inh	-2	-2
UGM FP inh	-0.8	-2.1

# Other records.
46	Cc1ccc(NC(=O)CN(C)S(=O)(=O)c2cnc[nH]2)cc1C
47	OC(c1cc(-c2ccc(Cl)cc2)nc2ccccc12)C1CCCCN1 (centres undefined)
48	O=Cc1c(Nc2ccccc2Cl)nc2ccccn2c1=O
49	CC1(NC(=O)Cc2ccc(Cl)c(Cl)c2)CCS(=O)(=O)C1 (centres undefined)
50	O=C(CN1CCN(C(=O)c2ccccc2)CC1)Nc1cc(S(=O)(=O)N2CCCC2)ccc1Cl
assay / compound	46	47	48	49	50
Yp Topo-I inh	-4	-4	15	1	10
FBA Mtb inh	-1	2	1	0	1
FadD28 FP inh	0.6	-3.6	-1.7	-1.3	0.5
PfHsp40 rescue	-0.1	-2.0	0.9	0.8	-0.1
BH1578 lux ind	i	i	i	-2.6	i
TcdB inh	·	0.9	-0.8	0.6	1.1
BioA inh	·	23	0.3	-0.5	-2.1
GDH-TPI inh	-4	-5	-7	7	2
UGM FP inh	-1.6	-1.0	-2.6	1.9	-0.3

51	CCOC(=O)c1c(C)[nH]c(C(=O)C(C)Cl)c1C (centres undefined)
52	CCOC(=O)C(C)Sc1nnc(-c2ccccc2O)n1-c1ccc(C)cc1 (centres undefined)
53	O=[N+]([O-])c1ccc(-c2cc(-c3ccncc3)nc3ccc4ccccc4c23)cc1
54	CCOCC(=O)Nc1ccc(S(=O)(=O)Nc2ncccn2)cc1
55	COc1ccc(C(=O)OCC(=O)c2c[nH]c3ccccc23)cc1OC
56	CCc1ccccc1NC(=O)/C(C#N)=C/c1ccc(Sc2ccccc2)o1
assay / compound	51	52	53	54	55	56
Yp Topo-I inh	7	-2	0	5	-6	23
FBA Mtb inh	1	-2	-1	-3	-2	-1
FadD28 FP inh	-0.8	-1.6	-1.7	-4.6	-2.5	-1.3
PfHsp40 rescue	-0.5	0.2	0.2	0.9	-0.9	-0.5
BH1578 lux ind	-0.4	-6.7	i	6.1	-7.1	-1.0
TcdB inh	-0.8	·	0.6	·	0.8	1.1
BioA inh	·	2.3	-1.1	0.0	-1.8	·
GDH-TPI inh	5	9	0	-5	9	13
UGM FP inh	-0.8	1.4	·	-1.2	7.0	-3.1
